Rab7 wt modul = alters GTP binding to wildtype dog Rab7 | GTP binding activity (percent of control), % at 10 µM | 190,000 tested, 0.055% active | GST-Rab7 beads, fluorescent GTP binding, flow cytometry; actives lie on both sides; untreated = 100%, excess cold GTP = 0%;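 active means fluorescent GTP binding to Rab7 beads changed by at least 20 points from the 100% baseline, either direction, mostly lower; inconclusive means compound itself probably fluorescent, or too few beads counted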;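 further: median green fluorescence of bound Bodipy-FL-GTP per Rab7 bead population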
Rab2A wt mod = changes GTP binding to wildtype dog Rab2A, up or down; 190,000 tested, 0.19% active; P61105; GTP binding activity, % at 10 µM; GST-Rab2 wt beads, Bodipy-GTP binding, flow cytometry; AID 760;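 active means GTP binding activity at least 20 points away from 100%, either lowered or raised; inconclusive means signal likely due to the compound's own green fluorescence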;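 further: 0% = beads with excess unlabeled GTP and 100% = no-compound control corrected for plate trend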
Cdc42 wt GTP = modulators (inhibitors or activators) of GTP binding to human Cdc42 wildtype; P60953; GST-Cdc42 beads, Bodipy-GTP binding, flow cytometry; actives lie on both sides; percent activity (GTP binding), % at 10 µM; 190,000 tested, 0.2% active; AID 761;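 active means percent activity GTP binding at least 20 points away from the 100% baseline, either down as inhibitor or up as activator; inconclusive means compound flagged as likely green fluorescent from well-wide comparison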;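 further: median bead fluorescence of bound Bodipy-FL-GTP at 100 nM; 0% = excess unlabeled GTP control and 100% = no compound control; below 100% means less GTP binding so inhibitor and above means activator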
HRas wt GTP = changes GTP binding to wildtype human HRas | GST-Ras wt beads, Bodipy-FL-GTP binding, flow cytometry; actives lie on both sides | P01112 | 190,000 tested, 0.14% active | GTP binding activity, % at 10 µM;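 active means GTP binding activity at least 20% away from the 100% baseline, either lowered as inhibitor or raised as activator; inconclusive means flagged as likely green fluorescent, judged across all proteins in the well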;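 further: 0% = unlabeled GTP competition control and 100% = no-compound control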
Target sequence (P01112 whole entry, looked up): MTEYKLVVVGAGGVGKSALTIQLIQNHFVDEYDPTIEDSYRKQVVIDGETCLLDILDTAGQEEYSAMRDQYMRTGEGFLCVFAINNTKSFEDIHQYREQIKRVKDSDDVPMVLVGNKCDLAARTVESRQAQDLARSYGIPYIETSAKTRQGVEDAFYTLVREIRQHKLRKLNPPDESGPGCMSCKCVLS
Bim-Bcl-W = disrupts Bim peptide binding to human Bcl-W; Q92843; bead-based flow cytometry; inhibition, % at 10 µM; 190,000 tested, 0.02% active;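 further: 0% = bound tracer without compound and 100% = peptide blocker; higher means less fluorescent Bim peptide bound to Bcl-W beads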
Bim-Bcl-B = inhibitors of Bim-Bcl-B interaction, human | bead-based flow cytometry, Bim peptide-Bcl-B binding | inhibition, % at 10 µM | 190,000 tested, 0.073% active | AID 951;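 further: 0% = tracer peptide without compound and 100% = reference inhibitor peptide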
Target sequence (Q9HD36 whole entry, looked up): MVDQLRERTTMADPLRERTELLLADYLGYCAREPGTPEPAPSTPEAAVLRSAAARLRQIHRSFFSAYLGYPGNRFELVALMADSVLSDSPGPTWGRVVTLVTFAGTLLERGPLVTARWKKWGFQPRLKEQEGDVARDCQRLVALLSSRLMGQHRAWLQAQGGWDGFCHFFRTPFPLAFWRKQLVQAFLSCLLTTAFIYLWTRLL
Bim-Bfl-1 = human Bim-Bfl-1 interaction inhibition. Q16548. Bead-based flow cytometry, Bim-Bfl-1 binding inhibition. inhibition, % at 10 µM. 190,000 tested, 0.12% active;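 further: 0% = wells without compound plus tracer and 100% = blocker peptide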
Bcl-XL Bim block = inhibitors of Bim-Bcl-XL interaction, human; Bim peptide-Bcl-XL binding, bead flow cytometry, fluorescence; inhibition, % at 10 µM; 190,000 tested, 0.04% active; AID 1007
Target sequence (Q07817 whole entry, looked up): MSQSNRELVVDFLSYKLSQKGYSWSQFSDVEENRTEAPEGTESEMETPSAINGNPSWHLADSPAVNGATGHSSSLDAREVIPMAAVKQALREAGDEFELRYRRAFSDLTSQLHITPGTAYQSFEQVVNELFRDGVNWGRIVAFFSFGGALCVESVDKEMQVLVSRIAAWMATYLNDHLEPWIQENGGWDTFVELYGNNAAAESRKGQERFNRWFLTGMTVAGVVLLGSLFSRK
Bcl-2 Bim block = disrupts Bim peptide binding to human Bcl-2; Bead-based flow cytometry, Bim peptide-Bcl-2 binding; AID 950; 190,000 tested, 0.06% active; P10415; inhibition, % at 10 µM; in the data active means inhibition above about 40%; inconclusive means no clear call, values can overlap the other calls;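 further: 0% = no compound wells with probe peptide and 100% = reference peptide inhibitor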
Rac1 wt GTP bind = modulators of human Rac1 wildtype GTP binding; GTP binding activity (% of control), % at 10 µM; P63000; 190,000 tested, 0.27% active; GST-Rac1 beads, fluorescent GTP binding, flow cytometry; actives lie on both sides; 0 = cold GTP competed, 100 = untreated; AID 757;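 active means GTP binding activity at least 20 points away from the 100% control level, either lower or higher; inconclusive means compound flagged as likely green fluorescent, judged across all proteins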
Rac1 act GTP bind = modulators of GTP binding to human Rac1 activated mutant. P63000. GST-Rac1 activated beads, fluorescent GTP binding, flow cytometry; actives lie on both sides; 100% means binding = to untreated wells. percent activity (GTP binding), % at 10 µM. 190,000 tested, 0.11% active;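 active means GTP binding at least 20 percentage points away from the 100% baseline, in either direction, so actives lie on both sides; inconclusive means Compound likely fluorescent itself, or too few beads counted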
The depositor's hits bear a star; u = inconclusive; x = not tested or not shown. Unless noted, no stated cut-off is given here; in the data, active means inhibition above about 40%.

SMILES	Rab7 wt modul	Rab2A wt mod	Cdc42 wt GTP	HRas wt GTP	Bim-Bcl-W	Bim-Bcl-B	Bim-Bfl-1	Bcl-XL Bim block	Bcl-2 Bim block	Rac1 wt GTP bind	Rac1 act GTP bind
Cc1ccc(-n2ncc3c(=O)n(-c4ccc(C)c(C)c4)c(C)nc32)cc1	100	97	98	97	-2	-5	-9	0	-5	98	96
Cc1nc(SCC(=O)O)c2oc3ccccc3c2n1	83	87	89	87	-2	-2	4	4	0	86	88
CC(=O)Nc1ccc(-n2nnnc2SCC(=O)NCc2cccs2)cc1	93	95	94	94	3	3	-2	1	-2	93	95
O=C(COc1cccc2cccnc12)NNC(=S)Nc1ccccc1	106	101	99	96	-3	-9	-6	-7	-1	100	96
CCCn1c(C(C)NC(=O)c2ccccc2)nc2ccccc21 (stereo not given)	99	102	100	101	x	x	x	x	u	103	100
CCCCn1c(O)c(C=NCCCN(C)C)c(=O)[nH]c1=O	98	100	102	100	1	-2	0	-2	-2	101	101
COCCNC(=O)CN1C(=O)NC2(CCCCCC2)C1=O	108	96	94	100	1	0	-2	0	-3	104	94
O=C(CCn1c(=O)sc2ccccc21)Nc1cccnc1	98	99	101	101	-4	-5	-1	-5	-3	105	99
COc1ccc(/C=N/n2cnnc2SCCO)cc1OC	101	101	101	98	0	-3	-6	-2	-8	106	98
CCOC(=O)C(CCCOc1cccc(CC)c1)C(=O)OCC	100	99	97	96	8	7	8	9	5	99	95
Cc1cc(C)n(C(=O)CCNC(=O)c2ccccc2Br)n1	100	101	104	100	-2	-9	-12	-7	-11	104	99
COc1ccc(C2c3[nH]c4ccccc4c3CCN2Cc2cccn2-c2ncccn2)cc1C (stereo not given)	102	107	105	104	-1	0	2	1	3	106	102
COc1cc([C@H]2[C@@H]3CCCC[C@]3(O)CCN2CC(=O)Nc2ccc(C)cc2C)ccc1O	108	104	101	105	1	-8	-8	-4	-7	104	98
Cc1cccc(NC(=O)/C=C/c2ccc([N+](=O)[O-])s2)c1	102	98	100	98	-3	-7	-12	-6	-7	101	98
COc1cccc(C(=O)N=c2sc3cc(S(C)(=O)=O)ccc3n2C)c1	95	92	92	95	1	-4	-5	-1	-1	98	95
O=c1c2oc3ccccc3c2ncn1Cc1ccccc1F	103	104	102	104	1	0	-1	1	1	102	100
CCN(CCC#N)c1ccc(/C=N/Nc2nc(C)cc(=O)[nH]2)c(C)c1	100	96	104	97	5	4	0	6	2	101	97
Cc1cccc(C)c1OCC(O)CNS(=O)(=O)c1ccccc1C(=O)N1CCCCC1 (stereo not given)	99	100	101	102	1	-2	0	-2	-1	103	98
COc1cc(OC)cc(C(=O)Nc2ccc(S(=O)(=O)Nc3cc(C)on3)cc2)c1	100	96	99	97	-6	-11	-8	-10	-4	102	97
Cc1cc(C)nc(NC(=O)C(c2ccccc2)c2ccccc2)n1	104	106	111	106	-2	0	-2	-1	-3	109	103
CC(=O)Nc1ccc(NC(=O)CN(c2cccc([N+](=O)[O-])c2)S(C)(=O)=O)cc1	104	98	98	98	0	0	-5	0	-8	97	94
O=C(Cn1cnc2ccccc2c1=O)Nc1ccc(S(=O)(=O)N2CCCC2)cc1	100	100	98	99	5	-2	-2	4	3	99	96
CCOc1ccccc1CN1CCN(Cc2cn(C)nc2-c2ccccc2)CC1CCO (stereo not given)	95	98	97	98	-1	-2	-2	-5	-1	97	97

3 compounds out of the list, arranged by SMILES length, ascending.
SMILES	Rab7 wt modul	Rab2A wt mod	Cdc42 wt GTP	HRas wt GTP	Bim-Bcl-W	Bim-Bcl-B	Bim-Bfl-1	Bcl-XL Bim block	Bcl-2 Bim block	Rac1 wt GTP bind	Rac1 act GTP bind
CC(=O)Nc1ccc(-n2nnnc2SCC(=O)NCc2cccs2)cc1	93	95	94	94	3	3	-2	1	-2	93	95
CCOc1ccccc1CN1CCN(Cc2cn(C)nc2-c2ccccc2)CC1CCO (stereo not given)	95	98	97	98	-1	-2	-2	-5	-1	97	97
Cc1cccc(C)c1OCC(O)CNS(=O)(=O)c1ccccc1C(=O)N1CCCCC1 (stereo not given)	99	100	101	102	1	-2	0	-2	-1	103	98

Entries shown so far with an NH in an aromatic ring (three):
SMILES	Rab7 wt modul	Rab2A wt mod	Cdc42 wt GTP	HRas wt GTP	Bim-Bcl-W	Bim-Bcl-B	Bim-Bfl-1	Bcl-XL Bim block	Bcl-2 Bim block	Rac1 wt GTP bind	Rac1 act GTP bind
CCCCn1c(O)c(C=NCCCN(C)C)c(=O)[nH]c1=O	98	100	102	100	1	-2	0	-2	-2	101	101
COc1ccc(C2c3[nH]c4ccccc4c3CCN2Cc2cccn2-c2ncccn2)cc1C (stereo not given)	102	107	105	104	-1	0	2	1	3	106	102
CCN(CCC#N)c1ccc(/C=N/Nc2nc(C)cc(=O)[nH]2)c(C)c1	100	96	104	97	5	4	0	6	2	101	97

A different layout for some results above.
| molecule | Rab7 wt modul | Rab2A wt mod | Cdc42 wt GTP | HRas wt GTP | Bim-Bcl-W | Bim-Bcl-B | Bim-Bfl-1 | Bcl-XL Bim block | Bcl-2 Bim block | Rac1 wt GTP bind | Rac1 act GTP bind |
| --- | --- | --- | --- | --- | --- | --- | --- | --- | --- | --- | --- |
| O=C(COc1cccc2cccnc12)NNC(=S)Nc1ccccc1 | 106 | 101 | 99 | 96 | -3 | -9 | -6 | -7 | -1 | 100 | 96 |
| COc1cccc(C(=O)N=c2sc3cc(S(C)(=O)=O)ccc3n2C)c1 | 95 | 92 | 92 | 95 | 1 | -4 | -5 | -1 | -1 | 98 | 95 |

Screening results: PubChem, NMMLSC
